IMPase cell inh – qHTS Assay for Identifying the Cell-Membrane Permeable IMPase Inhibitors | Inositol monophosphatase 1 (Rattus norvegicus), P97697 | CHO-M1 cells, IP1 accumulation, HTRF TR-FRET ratio | inhibition (IP1 accumulation), % at 46.1 µM | 120,000 tested, under 10 active; active means well fitted curve in the direction sought with a large enough effect in the signal ratio, not every such curve was filed as active; inconclusive means small, poorly fitted or top-dose-only effect, or a change in a side signal; inactive means no such curve, though single readings can be large or run the other way; the % refers to the signal ratio;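 further: cells stimulated with carbachol in lithium chloride buffer; plate controls were DMSO basal wells for no effect and reference inhibitor wells for full effect; higher means more IMPase inhibition seen as more IP1 and lower FRET ratio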
Target sequence (P97697 whole entry, looked up): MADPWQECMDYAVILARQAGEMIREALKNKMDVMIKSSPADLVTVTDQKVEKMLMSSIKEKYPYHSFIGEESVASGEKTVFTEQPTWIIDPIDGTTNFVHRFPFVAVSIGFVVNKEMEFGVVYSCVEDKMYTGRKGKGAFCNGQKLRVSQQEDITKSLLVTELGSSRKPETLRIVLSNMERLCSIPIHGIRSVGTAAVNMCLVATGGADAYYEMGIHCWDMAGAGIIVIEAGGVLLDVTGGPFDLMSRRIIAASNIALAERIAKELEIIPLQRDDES
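The IP-One HTRF competitive assay in carbachol-stimulated CHO-M1 cells quantifies cellular IP1. Compounds spanned up to 46 uM final, and activity is expressed as AC50 from concentration-response fits of the ratio and donor data.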
15-hLO-2 inh – qHTS Assay for Inhibitors of 15-hLO-2 (15-human lipoxygenase 2). Polyunsaturated fatty acid lipoxygenase ALOX15B (Homo sapiens), O15296. purified 15hLO-2, xylenol orange hydroperoxide absorbance. Potency, µM (top dose mostly 57.1 µM), for the others: at the top dose activity change, negative = inhibition, hits mostly inhibitors. actives 0.56% (n = 110,000); further: potency means the concentration at half of the fitted maximal effect; nearly all actives have a fitted effect of over 60% in size; many of its hits are not listed in these tables
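Screening format was qHTS against 50 nM purified 15hLO-2 in Hepes pH 7.5 with detergent. Activity follows hydroperoxide formation from 45 uM arachidonic acid, measured as 573:405 nm absorbance ratio of the ferric-xylenol orange complex.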
PNC inhibitor – High Content Assay for Compounds that inhibit the Assembly of the Perinucleolar Compartment. PC3M PTB-GFP, PNC prevalence imaging, 16 h; stronger effect = lower value. activity change (PNC), negative = inhibition, % at 10 µM. actives 3.1% (n = 140,000);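 active means readout at or below -70, meaning at least 70% loss of cells showing the perinucleolar compartment, a nuclear body marking cancer cells; inconclusive means readout between -30 and a set limit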;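 further: plate controls were DMSO wells for no effect and camptothecin positive control wells for full effect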
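PC3M cells stably expressing PTB-GFP, 750–1000 cells/well, treated 16 h at 37 °C with compound (23 nl of library stock), in duplicate. After paraformaldehyde fixation and Hoechst stain, imaged at 20x; PNC prevalence scored by image analysis.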
12-hLO inh – qHTS Assay for Inhibitors of 12-hLO (12-human lipoxygenase) | actives 0.12% (n = 150,000) | Potency, µM (highest dose often 57.1 µM), for the others: top-dose activity change, negative = inhibition, actives largely listed as inhibitors | purified 12-hLO, xylenol orange hydroperoxide absorbance | AID 1452, 2008; further: potency means the concentration at half of the fitted maximal effect; nearly all actives have a fitted effect of over 55% in size; many of its hits are not listed in these tables
Target sequence (P18054 whole entry, looked up): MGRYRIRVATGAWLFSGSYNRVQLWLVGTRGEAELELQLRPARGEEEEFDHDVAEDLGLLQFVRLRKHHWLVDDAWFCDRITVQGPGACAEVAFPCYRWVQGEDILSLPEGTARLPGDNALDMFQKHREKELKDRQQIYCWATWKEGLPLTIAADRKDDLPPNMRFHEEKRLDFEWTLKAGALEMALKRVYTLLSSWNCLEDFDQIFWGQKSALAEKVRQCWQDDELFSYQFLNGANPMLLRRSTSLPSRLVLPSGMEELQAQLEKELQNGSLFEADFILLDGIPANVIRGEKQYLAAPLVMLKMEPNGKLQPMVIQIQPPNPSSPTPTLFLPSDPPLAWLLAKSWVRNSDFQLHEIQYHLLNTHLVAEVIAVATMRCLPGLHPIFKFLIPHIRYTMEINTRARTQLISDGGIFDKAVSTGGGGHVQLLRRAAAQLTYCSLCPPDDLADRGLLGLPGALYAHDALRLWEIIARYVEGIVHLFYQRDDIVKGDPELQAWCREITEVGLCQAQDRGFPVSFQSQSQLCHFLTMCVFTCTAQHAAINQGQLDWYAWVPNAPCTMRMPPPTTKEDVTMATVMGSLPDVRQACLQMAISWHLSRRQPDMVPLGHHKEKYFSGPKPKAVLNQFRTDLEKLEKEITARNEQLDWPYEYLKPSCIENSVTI
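150 nM 12hLO, 25 mM Hepes pH 7.0 + 0.01% Triton X-100; cpd preinc 15 min RT; 40 uM arachidonic acid, 30 min RT; Fe-XO 30 min; A573/A405 ratio as read-out.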
An asterisk follows results filed as active; ? = inconclusive; / = not tested or not shown; [ ] = dose if it differs, or a comment. Unless noted, the call rests on the fitted dose curve; in most records, active means well fitted curve in the direction sought with a large enough effect; inconclusive means small, poorly fitted or top-dose-only effect, or another doubt; inactive means no such curve, though single readings can be large; an effect the other way counts as inactive or inconclusive. Unless noted, on the % scale 0 is the no-effect control and ±100 the full control effect. The list is partial, so the mix of outcomes need not match the whole.

Each structure is followed by: IMPase cell inh | 15-hLO-2 inh | PNC inhibitor | 12-hLO inh
COc1ccc(N2CCN(C(=O)c3ccc(NS(=O)(=O)c4ccc(F)c(F)c4)cc3)CC2)cc1
  8 | -10% | ? | -10%
Cc1ccc(N(C)C(=O)N2CCN(S(=O)(=O)c3ccc(C)cc3)CC2)cc1
  0 | 3% | -15 | -1%
CC(C)CN(CCCNC(=O)CC1Oc2ccccc2NC1=O)CC(C)C (stereo not drawn)
  11[1.84 µM] | 4%[11.4 µM] | 43 | 0%
CCn1cc(-c2cc(C(=O)O)c3ccccc3n2)c(C)n1
  / | / | 32 | -1%
CCN(CC)CCCN1C(=O)c2oc3ccccc3c(=O)c2C1c1cc(OC)ccc1OC (stereo not drawn)
  -2 | 9% | ? | -7%
Cc1ccc(C(=O)c2cc([N+](=O)[O-])ccc2N2CCCCC2)c(C)c1
  / | / | ? | -2%
O=C(O)CSCCCC(=O)Nc1ccc(Br)cc1
  -14 | 3% | -14 | -6%
CCc1cccc2c(C=C(C#N)C#N)cn(CC(=O)N3CCCC3)c12
  -6 | -11% | ? | 2%
CCOC(=O)c1ccc(NC(=S)N(CCCN2CCCCCC2)Cc2ccco2)cc1
  / | / | ? | -1%
CN(C)c1ccc(C(CNS(=O)(=O)c2ccc3ccccc3c2)c2c[nH]c3ccccc23)cc1 (stereo not drawn)
  / | / | ? | -5%
CCOC(=O)CN(Cc1ccccc1)S(=O)(=O)c1ccc(NC(C)=O)cc1
  ? | -12% | ? | 2%
CCCSc1ncnc2c1oc1ccccc12
  5 | 3% | 24 | -5%
O=C(NCCCN1CCCCCC1)c1ccc(N2CCCC2=O)cc1
  / | / | 1 | 4%
CC(=O)c1cccc(NC(=O)C2CCCN(S(=O)(=O)c3cccc4cccnc34)C2)c1 (stereo not drawn)
  2 | 0% | 11 | -4%
CCn1c(=O)n(CC(=O)Nc2cc(OC)ccc2OC)c(=O)c2ccccc21
  1 | 3% | -6 | 1%

12 structures from above, ordered by molar mass, low to high.
Each structure is followed by: IMPase cell inh | 15-hLO-2 inh | PNC inhibitor | 12-hLO inh
CCCSc1ncnc2c1oc1ccccc12
  5 | 3% | 24 | -5%
CCn1cc(-c2cc(C(=O)O)c3ccccc3n2)c(C)n1
  / | / | 32 | -1%
CCc1cccc2c(C=C(C#N)C#N)cn(CC(=O)N3CCCC3)c12
  -6 | -11% | ? | 2%
Cc1ccc(C(=O)c2cc([N+](=O)[O-])ccc2N2CCCCC2)c(C)c1
  / | / | ? | -2%
O=C(NCCCN1CCCCCC1)c1ccc(N2CCCC2=O)cc1
  / | / | 1 | 4%
CC(C)CN(CCCNC(=O)CC1Oc2ccccc2NC1=O)CC(C)C (stereo not drawn)
  11[1.84 µM] | 4%[11.4 µM] | 43 | 0%
CCn1c(=O)n(CC(=O)Nc2cc(OC)ccc2OC)c(=O)c2ccccc21
  1 | 3% | -6 | 1%
Cc1ccc(N(C)C(=O)N2CCN(S(=O)(=O)c3ccc(C)cc3)CC2)cc1
  0 | 3% | -15 | -1%
CCOC(=O)CN(Cc1ccccc1)S(=O)(=O)c1ccc(NC(C)=O)cc1
  ? | -12% | ? | 2%
CC(=O)c1cccc(NC(=O)C2CCCN(S(=O)(=O)c3cccc4cccnc34)C2)c1 (stereo not drawn)
  2 | 0% | 11 | -4%
CN(C)c1ccc(C(CNS(=O)(=O)c2ccc3ccccc3c2)c2c[nH]c3ccccc23)cc1 (stereo not drawn)
  / | / | ? | -5%
COc1ccc(N2CCN(C(=O)c3ccc(NS(=O)(=O)c4ccc(F)c(F)c4)cc3)CC2)cc1
  8 | -10% | ? | -10%

Other results
Each structure is followed by: IMPase cell inh | 15-hLO-2 inh | PNC inhibitor | 12-hLO inh
Clc1ccc(OCCOCCN2CCc3ccccc3C2)c(Cl)c1
  -2 | / | 55 | -1%
Cc1cc(C)nc(N2CCC(C(=O)Nc3cccc(C(F)(F)F)c3)CC2)n1
  -3 | 1% | ? | -7%
CCOC(=O)c1c(NC=O)sc2c1CCC2
  -6 | -5% | -11 | -3%
Cc1nn(Cc2ccc(F)cc2)c2sc(C(=O)Nc3nccs3)cc12
  / | / | 6 | -1%
COc1cccc(C(C(=O)NC2CCCC2)N(C(=O)c2ccco2)C2CC2)c1OC (stereo not drawn)
  11 | 2% | -6 | -1%
CCOC(=O)C=C1CCN(c2ncc(C(F)(F)F)cc2Cl)CC1
  19 | 9% | 7 | 4%
Cc1ccc(S(=O)(=O)N(C)c2ccc(C(=O)NCC3CCCO3)cc2)cc1 (stereo not drawn)
  0 | -7% | -22 | -7%
COc1cc2nc(N(C)C)nc(N)c2cc1OC
  9 | 14% | -27 | -3%
CC(C)CN1CN(Cc2ccccc2)CNC1=S
  0 | / | -18 | -12%
CN1C2C=C3C(C#N)=C(N)C(C#N)(C#N)C(c4ccc(Br)cc4)C3C1CC2 (stereo not drawn)
  5 | / | -4 | -8%
COc1ccc(C(=O)CC(c2ccccc2)S(=O)(=O)c2ccc(C)cc2)cc1 (stereo not drawn)
  / | / | 1 | -2%
O=C(O)CCCc1nc(-c2ccc(Cl)cc2)no1
  6 | 1% | 24 | 3%
COc1ccc(C(C(=O)NC2CCCC2)N(Cc2ccc(C)cc2)C(=O)c2ccn[nH]2)cc1OC (stereo not drawn)
  6 | 0% | -7 | 11%
CCN(Cc1ccccc1)C(=O)Cn1cc2c(n1)CCCC2
  -7 | -2% | ? | -5%
O=C1CC(c2ccc(Cl)c([N+](=O)[O-])c2)c2ccc3ccccc3c2N1 (stereo not drawn)
  / | / | -16 | -1%

Looked up by compound from the entries so far, 2 records:
Each structure is followed by: IMPase cell inh | 15-hLO-2 inh | PNC inhibitor | 12-hLO inh
Cc1ccc(S(=O)(=O)N(C)c2ccc(C(=O)NCC3CCCO3)cc2)cc1 (stereo not drawn)
  0 | -7% | -22 | -7%
CN1C2C=C3C(C#N)=C(N)C(C#N)(C#N)C(c4ccc(Br)cc4)C3C1CC2 (stereo not drawn)
  5 | / | -4 | -8%

Other structures
Each structure is followed by: IMPase cell inh | 15-hLO-2 inh | PNC inhibitor | 12-hLO inh
Cc1ccc(SCCC(=O)NCc2ccco2)cc1
  -2 | 1% | 17 | -5%
COc1ccc(-c2nc(CS(=O)CC(=O)NCc3cccnc3)c(C)o2)cc1 (stereo not drawn)
  6 | 7% | ? | 0%
C[C@@H](C(=O)NCCF)[C@H]1C[C@]1(C)[C@H](NC(=O)OCc1ccccc1)c1ccccc1
  / | 4% | / | -5%
O=C1c2cccnc2C(=O)N1CO
  -8 | -11% | 8 | 2%
CCOC(=O)C1NN=C(C(=O)c2ccc(C)cc2)C1c1ccc(C)cc1 (stereo not drawn)
  / | / | ? | -3%
Cc1ccc(-c2nn(-c3ccccc3)c3[nH]c(=O)c(CNCc4ccccc4)cc23)cc1
  -1 | / | 87 | -7%
c1ccc(CCNc2ncnc3c2cnn3-c2ccccc2)cc1
  -3 | / | 18 | -7%
CCN1CCCC1CNC1=NCCCCC1 (stereo not drawn)
  1 | 12% | ? | -8%
CCC1C2CN(C(C)=O)CC=C2C(C#N)=C(N)C1(C#N)C#N (stereo not drawn)
  5 | 2% | -21 | 0%
CCOC(=O)CSc1nc2nc(C)cc(C)n2n1
  -11 | -3% | 28 | -5%
Cc1ccc(NC(=O)c2ccco2)c(NC(=O)CN2C(=O)c3ccccc3C2=O)c1
  -4 | 1% | ? | -1%
CCCCCC(=O)Nc1ccccc1N1CCN(c2ccccc2)CC1
  22 | 9% | ? | -2%
CCCC(C(=O)NCc1ccco1)N(C(=O)CNS(=O)(=O)c1ccccc1)C1CCCC1 (stereo not drawn)
  1 | -5% | -16 | 4%
CCN(CC)c1ccc(C2C(C(=O)OCCOC(C)C)=C(C)NC3=C2C(=O)CCC3)cc1 (stereo not drawn)
  18 | -1% | 27 | -5%
CS(=O)(=O)NCc1nnc(SCC(=O)NC2CCCCC2)n1-c1ccc(F)cc1
  6 | -5% | ? | 7%
Cc1ccc(C)c(NC(=O)CSc2nnc(-c3ccccc3C)o2)c1
  -8 | -4% | 29 | -2%
O=C(CCCC(=O)N1CCN(c2ccc([N+](=O)[O-])cc2)CC1)c1ccccc1
  / | / | 19 | -1%
CCOc1ccc(S(=O)(=O)N2CCN(C)CC2)c(C)c1C
  1 | 16% | 1 | 2%
O=C(Nn1cnc2ccccc2c1=O)c1ccccc1Cl
  -17 | -7% | 61 | 1%
O=C(C1CC1)N(CCc1ccccc1)Cc1nc2ccccc2c(=O)[nH]1
  -6 | 8% | 42 | 2%
CCC(=O)Nc1cccc(-c2nnc(SCC(=O)NCc3ccco3)n2C)c1
  3 | 0% | 30 | -1%
O=c1[nH]c(-c2ccco2)nc2sc3c(c12)CCCC3
  / | / | -116* | -6%
COc1cc([C@@H]2[C@H]3CN(C)CC=C3C(C#N)=C(N)C2(C#N)C#N)cc2c1OCO2
  -9 | 3%[2.29 µM] | -99* | -9%
COC(=O)Nc1ccc(Oc2ccccc2)cc1
  -1 | -4% | -93* | -3%
O=C(NCc1cccc(C(F)(F)F)c1)C1CC(c2ccccc2[N+](=O)[O-])=NO1 (stereo not drawn)
  0 | -1% | -22 | 9%
C=CCc1ccc(O)c(OC)c1
  -2 | -2% | / | -2%
Cc1cn(CC[C@H](N)C(=O)O)c(=O)[nH]c1=O
  / | -2%[11.4 µM] | / | 2%[11.4 µM]
CC1=C(C#N)C(c2ccc(O)cc2)C2=C(CC(C)(C)CC2=O)N1 (stereo not drawn)
  / | / | ? | 0%
CC(=O)Nc1ccc(-c2cc(-c3ccc(NC(C)=O)cc3)nc(-c3ccccc3)n2)cc1
  3 | -19% | 19 | 5%
Cc1nn2c3c(cnc2c1-c1ccccc1)C(=O)CC(c1ccco1)C3 (stereo not drawn)
  13 | -7% | -20 | -7%
CCCCCCCc1c(C)nc(N2CCOCC2)[nH]c1=O
  -5 | 2% | ? | 8%
COc1ccc(C2CC(c3ccc(F)cc3)Nc3nc(N)nn32)cc1OC (stereo not drawn)
  3 | 32%[activator] | 49 | 9%
O=C(Nc1nc(-c2ccccc2)c(-c2ccccc2)o1)c1ccc(F)cc1
  8 | 63%[activator] | -1 | -5%
COC(=O)[C@@]1(Cc2ccc(F)cc2)[C@H]2c3cc(C(=O)N4CCCC4)n(Cc4c(CO)[nH]cc(C)c4=O)c3C[C@H]2CN1C(=O)c1ccccc1
  / | 23% | / | -2%
O=C(Nc1cnn(C23CC4CC(CC(C4)C2)C3)c1)c1cnn2cccnc12
  0 | 10% | ? | -1%
Cc1cc(NC(=O)c2cc3nc4c(c(C(F)(F)F)n3n2)CCc2ccccc2-4)no1
  6 | 0% | 2 | -4%
O=C(NCc1cccnc1)c1cc(-c2ccco2)on1
  0 | 10% | 22 | -2%
CC(=O)c1ccc(N(C(=O)Cn2nnc3ccccc32)C(C(=O)NCc2ccccc2)c2ccccn2)cc1 (stereo not drawn)
  / | / | 18 | 1%
Cc1ccc(C(=O)N(CN2CCCC2=O)c2ccc(F)cc2)cc1C
  -11 | -1% | ? | -7%
COc1ccccc1-c1noc(CCC(=O)Nc2cccc(C(F)(F)F)c2)n1
  17 | / | 19 | -5%
CC(Cc1cccs1)NC(=S)Nc1ccc(F)cc1 (stereo not drawn)
  / | / | ? | -13%
COc1ccc(C(=O)NCc2nnc(SCC(=O)N3CCc4ccccc43)n2C2CCCCC2)cc1
  -7 | / | 48 | 0%
COCCCNC(=O)c1ccc(CS(=O)(=O)c2ccc(OC)cc2)o1
  2 | 0% | ? | -3%
Cc1csc(NC(=O)CNS(=O)(=O)c2cccs2)n1
  12 | 2% | ? | 1%
